High-throughput results from PubChem BioAssay.
Rab9 promoter act – activates the Rab9 promoter; Huh7 Rab9 promoter-luciferase reporter, luminescence, 24 h; Potency, µM (top dose mostly 9.22 µM), inactives show at the top dose activation, negative = inhibition, hits mostly activators; 320,000 compounds, 2.8% hits; note: potency is the fitted concentration of half-maximal effect; % of control where 0% means no effect; nearly all actives have a fitted effect of over 60% in size
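Luciferase signal after 10 min detection reagent at ambient indicates Rab9 promoter upregulation; stably transfected Huh7 cells were treated 24 h with compound in DMSO at 37 °C, 5% CO2.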
FLuc counter – firefly luciferase modulation, counter-screen for miR-21 project | 360,000 compounds, 6.9% hits | P08659 | purified FLuc, Km substrates, luminescence inhibition | Potency, µM (doses to about 57.5 µM), for inactives: at the highest dose activity change, negative = inhibition, actives largely listed as inhibitors;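 note: potency is the fitted concentration of half-maximal effect; plate controls were vehicle for no effect and reference inhibitor for full effect; nearly all actives have a fitted effect of over 55% in size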
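Purified P. pyralis luciferase, 10 nM final, with Km-level 10 uM D-luciferin and 10 uM ATP in 50 mM Tris acetate pH 7.5, 10 mM Mg acetate, 0.01% Tween-20, 0.05% BSA; 6-point qHTS titration about 60 µM downward; luminescence read.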
Gal4-VP16 FLuc – Gal4-VP16 reporter inhibition counter-screen | 310,000 compounds, 3.5% hits | Drosophila S2 Gal4-VP16 UAS-luciferase, luminescence, 20 h | Potency, µM (doses to about 53.6 µM), for the others: at the top dose activity, negative = inhibition, actives largely listed as inhibitors | AID 2546;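 note: Gal4-VP16 expression switched on by copper sulfate through the metallothionein promoter; potency is the fitted concentration of half-maximal effect; % is set by controls: 0 for no effect and ±100 for the full control effect; nearly all actives have a fitted effect of over 50% in size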
FBPA coupling cs – inhibits coupling enzyme system, counter-screen for aldolase hits; coupling enzyme system counterscreen, AmpLite Red fluorescence; activity change, negative = inhibition, % at 58.2 µM, hits read low; 290,000 compounds, 0.67% hits; in the data active = activity change below about -30%; note: % is set by controls: 0 for no effect and ±100 for the full control effect
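Counterscreen of the coupled detection system alone, without aldolase: glyceraldehyde-3-phosphate coupling enzymes plus AmpLite Red readout. Compounds at 57.5 uM final, 10 min RT preincubation, 20 min RT reaction, fluorescence 525/598 nm.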
ELG1 genotox – genotoxicity induction in ELG1-luciferase HEK293T cells | Potency, µM (titrated, usually from 46 µM), for the others: top-dose activity change, positive = activation, most hits filed as activators | 330,000 compounds, 1.3% hits | HEK293T ELG1-luciferase reporter, luminescence, 16 h; note: potency is the fitted concentration of half-maximal effect; % of control where 0% means no effect; nearly all actives have a fitted effect of over 60% in size
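HEK293T cells expressing luciferase-tagged ELG1 were exposed to compound or DMSO vehicle for 16 hr at 37 °C and 5% CO2. Luciferase activity was then measured with ONE-Glo after 30 min at room temperature.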
RORg inh – ROR gamma (mouse) transcription inhibition; P51450; Drosophila S2 Gal4-RORgamma UAS-luciferase reporter, 20 h; Potency, µM (series often up to 53.6 µM), for inactives: at the highest dose activity change, negative = inhibition, actives largely listed as inhibitors; 310,000 compounds, 5.4% hits; AID 2551; note: potency is the fitted concentration of half-maximal effect; % is set by controls: 0 for no effect and ±100 for the full control effect; nearly all actives have a fitted effect of over 60% in size
Target sequence (P51450 whole entry, looked up, the tested form may be a part): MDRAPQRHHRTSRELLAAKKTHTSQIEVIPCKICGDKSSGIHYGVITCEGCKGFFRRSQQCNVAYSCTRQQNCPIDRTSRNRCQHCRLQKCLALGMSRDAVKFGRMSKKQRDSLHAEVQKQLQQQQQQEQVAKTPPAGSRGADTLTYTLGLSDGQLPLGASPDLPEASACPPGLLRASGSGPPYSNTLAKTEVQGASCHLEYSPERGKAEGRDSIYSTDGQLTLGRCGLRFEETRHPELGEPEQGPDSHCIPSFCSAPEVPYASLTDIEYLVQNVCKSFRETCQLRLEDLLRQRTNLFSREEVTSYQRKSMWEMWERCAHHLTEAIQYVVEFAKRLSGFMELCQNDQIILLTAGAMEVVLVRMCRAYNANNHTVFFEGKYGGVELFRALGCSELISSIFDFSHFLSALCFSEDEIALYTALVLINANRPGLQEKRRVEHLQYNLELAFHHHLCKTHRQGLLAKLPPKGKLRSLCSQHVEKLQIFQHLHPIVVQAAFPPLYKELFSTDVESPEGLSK
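Luminescence from a UAS-regulated Photinus luciferase reporter in stably transfected Drosophila Schneider cells is measured; decreased signal marks ROR gamma inhibition. Fusion expression is induced by 700 uM copper sulfate for 20 hr.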
Giardia killer – Giardia lamblia killing; 340,000 compounds, 0.15% hits; activity change, % at 7.66 µM, hits read low; AID 540267; Giardia lamblia trophozoite viability; in the data active = activity change below about -80%; inconclusive = between about -30% and that limit;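 note: parasites exposed to compound for two days anaerobically before the ATP read; % is set by controls: 0 for no effect and ±100 for the full control effect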
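Viability, read as ATP luminescence: trophozoites at 100 cells/well, compound added, 48 hrs anaerobic at 37 deg C, then 15-30 min room-temperature development before reading.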
Tb PFK block – blocks T. brucei phosphofructokinase | 330,000 compounds, 0.17% hits | O15648 | T. brucei PFK, ADP-Glo luminescence | Potency, µM (doses to about 57.5 µM), for inactives: at the top dose activity, negative = inhibition, actives largely listed as inhibitors;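 note: potency is the fitted concentration of half-maximal effect; 0% = uninhibited 1x PFK enzyme wells and -100% = no-enzyme wells; nearly all actives have a fitted effect of over 60% in size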
Target sequence (O15648 whole entry, looked up): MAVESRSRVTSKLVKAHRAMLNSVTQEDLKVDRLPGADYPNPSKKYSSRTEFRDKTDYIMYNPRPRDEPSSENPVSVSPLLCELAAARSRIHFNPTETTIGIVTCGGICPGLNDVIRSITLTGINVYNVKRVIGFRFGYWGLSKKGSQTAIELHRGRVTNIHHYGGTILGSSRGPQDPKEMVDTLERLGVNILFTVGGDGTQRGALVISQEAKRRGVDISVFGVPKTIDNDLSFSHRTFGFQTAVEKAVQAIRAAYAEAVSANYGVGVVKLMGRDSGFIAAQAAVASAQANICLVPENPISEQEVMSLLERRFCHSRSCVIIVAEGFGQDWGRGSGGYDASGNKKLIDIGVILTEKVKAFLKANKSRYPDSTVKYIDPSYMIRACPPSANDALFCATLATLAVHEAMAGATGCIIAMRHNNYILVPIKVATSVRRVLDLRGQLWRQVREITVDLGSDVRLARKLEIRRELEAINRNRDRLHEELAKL
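ADP-Glo luminescence quantified ADP after 45 min at room temperature, with 1.25 nM T. brucei PFK, 0.1 mM ATP and 0.5 mM fructose-6-phosphate in pH 8.0 TEA buffer. qHTS titrations up to 57 µM; curves classified by quality.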
KCNH2 3.1 inh – KCNH2 3.1 (human) potassium channel inhibition | U2OS KCNH2 3.1, thallium flux FluxOr; hits give low values | activity change, % (tested at about 1.8 µM) | 340,000 compounds, 0.95% hits;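 active = maximum activity change below -70%; inconclusive = maximum activity change from -70% to -50%; inactive = maximum activity change above -50%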;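 note: thallium influx rate constant from kinetic fluorescence after stimulation buffer; % is set by controls: 0 for no effect and ±100 for the full control effect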
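Steps: virus added to U2OS suspension (4 h, RT, dark); medium with 10% FBS added, cells plated, 37 C overnight; FluxOr/Red40 loading buffer 45 min RT; stimulation buffer, 2 min kinetic read; rate constant normalized.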
uPA surface inh – inhibitors of cell surface uPA generation; cell surface uPA generation assay, qHTS; Potency, µM (top dose mostly 38.3 µM), for inactives: at the highest dose activity change, negative = inhibition, hits mostly inhibitors; 330,000 compounds, 0.31% hits; active = well fitted inhibition curve with a large enough effect; inconclusive = small, poorly fitted or top-dose-only effect; inactive = no such curve, though single readings can be large or run the other way; tested in mouse RAW 264.7 cells; note: potency is the fitted concentration of half-maximal effect; % is set by controls: 0 for no effect and ±100 for the full control effect; nearly all actives have a fitted effect of over 55% in size
NPC1 promoter act – activators of NPC1 promoter; Huh7 NPC1 promoter luciferase reporter, 24 h; Potency, µM (titrated, usually from 9.22 µM), without a hit: at the highest dose activation, hits mostly activators; 320,000 compounds, 2.4% hits;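 note: potency is the fitted concentration of half-maximal effect; % of control where 0% means no effect; nearly all actives have a fitted effect of over 60% in size; reporter is driven by a mutant NPC1 promoter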
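Cells: Huh7 expressing luciferase under the NPC1 promoter, 1500/well. Seeded 2 h, compound added, incubated 24 h at 37 °C. Luciferase reagent, 10 min ambient, then luminescence.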
* = called active by the depositor; ? = inconclusive; . = no result given; [ ] = dose if it differs, or a comment. Unless noted, calls come from the whole dose curve; as a rule, active = well fitted curve in the direction sought with a large enough effect; inconclusive = small, poorly fitted or top-dose-only effect, or another doubt; inactive = no such curve, though single readings can be large; an effect the other way counts as inactive or inconclusive. Compounds as they come (roughly 14% active in at least one column).

SMILES	Rab9 promoter act	FLuc counter	Gal4-VP16 FLuc	FBPA coupling cs	ELG1 genotox	RORg inh	Giardia killer	Tb PFK block	KCNH2 3.1 inh	uPA surface inh	NPC1 promoter act
CC(C)C[C@H](NC(=O)OC(C)(C)C)C(=O)N[C@@H](CO)[C@H](O)[C@@H]1C[C@@H]1C(=O)NC1CCCCC1	3%	0%	2%	2	-2%	0%	-27	-3%	8	?	-5%
Cc1ccc(C=Nc2ccccc2C#N)s1	0%	1.3µM*	-8%	0	9%	-20%	-25	-6%	-20	4%	0%
CC1CCC(NC(=O)c2ccc(S(C)(=O)=O)cc2)CC1 (stereo unspecified)	23%	-16%	6%	1	8%	22%	-4	-5%	-7	0%	13%
CN(C(=O)CSc1ncnc2sc3c(c12)CCCC3)C1CCS(=O)(=O)C1 (stereo unspecified)	.	.	.	.	3%	.	-17	8%	13	-4%	.
CC(C)(C)NC(=O)NC(=O)CSc1ncccn1	-3%	0%	6%	1	10%	11%	9	3%	-8	-4%	0%
Cc1noc(C)c1NC(=O)Nc1cccc2c1O[C@@H](CN(C)Cc1ccc3c(c1)OCO3)[C@@H](C)CN([C@H](C)CO)C2=O	.	.	.	.	1%	.	?	-1%	15	-9%	.
N#CCC(=O)Nc1ccc(C(F)(F)F)cc1N1CCOCC1	2%	-6%	-22%	2	3%	8%	-10	0%	4	0%	2%
CNc1c(NC(=O)C2CCC(C)CC2)c(=O)oc2ccccc12 (stereo unspecified)	6%	-2%	-4%	1	8%	-26%	9	0%	13	-1%	-4%
O=C(c1ccco1)N1CCN(Cc2cc(=O)oc3cc(O)ccc23)CC1	3%	-2%	.	.	0%	.	15	3%	-33	-10%	0%
CCOCCCNC(=S)N1CCN(Cc2ccco2)CC1	-4%	-1%	-8%	0	5%	-11%	1	-7%	12	2%	-1%
Fc1cccc(/C=N/Nc2nc3ccccc3[nH]2)c1	3.2µM*	8.5µM*	?	-2	?	10µM*	6	0%	9	-4%	?
Cc1cccc(-c2noc(-c3cc4ccccc4oc3=O)n2)c1	2.8µM*	1.3µM*	?	0	?	0.89µM*	-3	3%	15	-2%	3.2µM*
Oc1ccc(N=C/C=C/c2cccc(Br)c2)cc1-c1nc2ccccc2s1	?	6µM*	7.9µM*	-15	?	?	-1	0%	6	-7%	?
COc1ccc(-c2cc(=O)oc3c(C)c(OCC(=O)N(C)C)ccc23)cc1	1%	6%	.	2	2%	.	-2	-5%	7	9%	-1%
COc1ccc(-c2cc(C)nc(SCC(=O)c3cccc([N+](=O)[O-])c3)n2)cc1	-5%	0%	-7%	-1	-2%	1%	-1	0%	-1	.	-3%
CC(C(=O)Nc1nncs1)N1C(=O)C2C3C=CC(C3)C2C1=O (stereo unspecified)	-7%	0%	6%	2	0%	10%	-12	3%	-1	1%	-1%
COc1ccc(C)cc1NC(=O)C(OC(=O)c1cccc(S(=O)(=O)N(C)c2ccccc2)c1)c1ccccc1 (stereo unspecified)	-2%	4%	4%	1	-1%	20%	-13	-2%	-8	3%	0%
COC(=O)c1ccc(C)c(NC(=O)CSc2nnc3ccccn23)c1	-2%	3%	.	.	1%	.	5	-5%	0	1%	2%
O=C(COc1ncnc2ccccc12)c1ccc(Cl)cc1	?	?	24%	0	?	38%	-5	0%	-4	2%	?
CCOC(=O)C1CCN(CCC(=O)Nc2ccc(Cl)cc2)CC1	-5%	0%	-9%	9	3%	-16%	11	-1%	-8	2%	-1%
O=C1N/C(=N/N=C/c2ccccc2O)SC1Cc1ccc(F)cc1 (stereo unspecified)	20%	5%	8.9µM*	3	-4%	2.8µM*	2	6%	-13	1%	-4%
CN(C)c1ccc(C2C3C(=O)N(c4ccc(C(=O)O)cc4)C(=O)C3ON2c2ccccc2)cc1 (stereo unspecified)	-2%	?	-5%	0	2%	-13%	-6	4%	-4	0%	0%
COc1ccc(Nc2ccc([N+](=O)[O-])cn2)cn1	10%	4%	1%	-8	2%	-12%	25	2%	-4	3%	8%
CCOCCCN1CC(C(=O)NCc2ccc3c(c2)OCO3)CC1=O (stereo unspecified)	-3%	0%	-6%[10 µM]	2	3%	8%	0	-1%	2	-1%	-1%
N=c1c(S(=O)(=O)c2ccc(Cl)cc2)cc2c(=O)n3ccccc3nc2n1CCN1CCOCC1	-4%	0%	0%	0	2%	-8%	2	1%	5	-4%	2%
COCCn1c(SCC(=O)N2CCCCC2)nc2cccnc21	2%	6%[2.3 µM]	5%	0	-4%	2%	24	0%	6	5%	0%
Cc1cc(=O)[nH]c2ccc(Cl)cc12	-1%	-13%	-3%	2	?	-6%	-1	-5%	8	-3%	0%
CC(C)(C)OCC(O)CN1CCN(C(=O)c2ccccc2)CC1 (stereo unspecified)	-2%	4%	-8%	-2	-1%	9%	-8	-1%	13	-2%	1%
CCOc1ccc2nc(N3CCCC(C(=O)NCCCN4C(C)CCCC4C)C3)sc2c1 (stereo unspecified)	?	?	-4%	.	?	9%	-10	-1%	-11	-8%	?
NC(=S)N/N=C/c1coc2ccc(O)cc2c1=O	-1%	-19%	0%	2	-7%	-17%	-1	8%	13	5%	-4%
CC(C)Oc1ccc(S(=O)(=O)N2CCCCC2)cc1NC(=O)C1CSC2(C)CCC(=O)N12 (stereo unspecified)	?	1%	.	.	3%	.	-2	-11%	1	-5%	2%
O=C(O)c1cccc(C(=O)O)n1	-7%	1%	-11%	-80*	-4%	1%	.	0%	.	.	6%
Cc1ccsc1/C=N/n1c(=S)[nH]nc(C)c1=O	-8%	3%	?	0	-1%	?	?	0%	5	6%	2%
Cc1cc(C(=O)N/N=C/c2ccc(C)o2)c2ccccc2n1	-35%[inhibitor]	0%	?	-1	?	?	15	-4%	-2	-9%	-23%
CN1C(=O)N(C)C2CC1N(C)C(=O)N2C	0%	-1%	2%	2	-1%	7%	-1	-5%	6	1%	-2%
O=C(CCS(=O)(=O)c1cc2c(cc1Cl)NC(=O)CO2)NCc1ccc(F)cc1	1%	1%	6%	3	0%	-15%	6	2%	10	7%	-2%
FC(F)(F)c1cc(N2CCN(Cc3ccccc3)CC2)c2ccccc2n1	1%	-1%	9%	0	-9%	36%	-13	-2%	6	2%	-5%
O=C(CSCc1ccccc1)N=Nc1c(O)[nH]c2ccccc12	14%	2%	8%	-2	14%	12%	25	?	-2	-7%	19%
CCCc1c(C(=O)Nc2ccc(F)cc2C)cnn1-c1ccccc1	-2%	5%	20%	3	-5%	27%	19	-1%	1	9%	-1%
CCOC(=O)c1c(C)nc2c(c1C)c(=O)oc1ccccc12	25%	17µM*	1%	2	10%	?	-9	5%	2	4%	-1%
CCc1ccccc1N(CC)C(=O)CCc1nc(-c2ccc(C)cc2)no1	3%	-3%	?	3	-4%	?	-1	-2%	2	12%	12%
O=C(CN1CCS(=O)(=O)CC1)N/N=C/c1cccc(C(F)(F)F)c1	7%	3%	2%	2	4%	-13%	4	0%	-13	1%	-1%
CCCC/C(O)=C1\C(=O)CCCC1=NCCc1c(C)[nH]c2ccc(OC)cc12	1%	-2%	-1%	0	-5%	-4%	-20	0%	-1	4%	-1%
CCCCNC(=S)N1CCN(c2ccccc2Cl)CC1	-2%	-8%	16%	-2	-4%	11µM*	14	0%	-8	.	-4%
Cc1nnc(NCCO)c2ccccc12	-5%	0%	7%	4	2%	-3%	10	-4%	-7	1%	-2%
COc1ccc(NC(=O)CSc2nnc(CC(=O)Nc3ccc(F)cc3)n2C)cc1	0%	-16%	-15%	0	4%	15%	8	-2%	14	-1%	-2%
CC(C)(C)NC(=O)CSc1nnc(-c2ccncc2)o1	4%	2%	1%	0	-1%	2%	-1	0%	-15	2%	11%
CCN1CCN(c2ccc(S(=O)(=O)N3CCCCC3)cc2NC(=O)c2ccc([N+](=O)[O-])o2)CC1	-4%	-2%	.	.	-23%	.	?	1%	?	-12%	-6%
O=C(NCc1ccncc1)c1c(F)c(F)c(F)c(F)c1F	0%	1%	2%	-1	-4%	-26%	24	-2%	?	1%	1%
COC(=O)c1ccc(CSc2nc3ccccc3c(=O)n2N)cc1	-4%	6%	-9%	2	0%	10%	2	2%	1	0%	-1%
O=C(NC1CCCCCCC1)c1cc(-c2ccccn2)nc2ccccc12	11%	-2%	-9%	-8	4%	-35%	8	1%	0	4%	-8%
CCCN(CCC)CCCNC(=O)CC(C(=O)N1CCc2ccccc21)n1ccnc1 (stereo unspecified)	-1%	2%	-4%	2	-1%	-13%	9	7%	-24	.	14%
CC(=O)Nc1cccc(NC(=O)CCNC(=O)c2ccccc2)c1	1%	-1%	-3%	1	3%	-10%	0	3%	-2	-8%	-3%
